Assay outcomes (PubChem BioAssay)
Apaf1 inhib = inhibitors of human Apaf-1 apoptosome | O14727 | reconstituted apoptosome caspase-3 activity, DEVD-Rh110 fluorescence | inhibition, % at 20 µM | actives 0.71% (n = 330,000); active = inhibition of at least 40% at 20 µM;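 also: plate controls were DMSO wells for no effect and DEVD-CHO caspase inhibitor wells for full effect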
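Medium: Hepes buffer, pH 7.5 / System: biochemical Apaf-1 apoptosome reconstitution / Measured by: Rh110 fluorescence, excitation 480 nm, emission 540 nm / Times: compound with Apaf-1, dATP, procaspase-3 30 min, then 50 min reaction, room temperature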
UBC13 inh = inhibitors of human UBC13 polyubiquitin chain formation. P61088. TR-FRET. inhibition, % at 20 µM. actives 0.47% (n = 330,000); in the data active = inhibition above about 45%, passing the limit was not always enough
Target sequence (P61088 whole entry, looked up): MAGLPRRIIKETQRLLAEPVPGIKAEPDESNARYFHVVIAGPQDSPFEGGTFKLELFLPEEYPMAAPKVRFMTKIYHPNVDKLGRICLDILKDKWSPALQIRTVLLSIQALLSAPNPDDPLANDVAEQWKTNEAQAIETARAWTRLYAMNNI
CCR6 antag = blocks CCL20-driven beta-arrestin recruitment at human CCR6. actives 0.49% (n = 340,000). CHO-K1 CCR6 PathHunter beta-arrestin, luminescence, CCL20-stimulated. AID 493098. P51684. inhibition, % at 20 µM;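 active = compounds whose inhibition of the agonist-driven luminescence signal at 20 µM reaches about 50%, limit read from the data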;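 also: cells stimulated with CCL20 at 14 nM final; plate controls were DMSO with CCL20 for no effect and DMSO without agonist for full effect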
SENP8 inh = inhibitors of human SENP8 protease | Q96LD8 | purified SENP8, Z-RLRGG-aminoluciferin cleavage, luminescence | inhibition, % at 10 µM | actives 1.2% (n = 330,000) | AID 2540
Target sequence (Q96LD8 whole entry, looked up): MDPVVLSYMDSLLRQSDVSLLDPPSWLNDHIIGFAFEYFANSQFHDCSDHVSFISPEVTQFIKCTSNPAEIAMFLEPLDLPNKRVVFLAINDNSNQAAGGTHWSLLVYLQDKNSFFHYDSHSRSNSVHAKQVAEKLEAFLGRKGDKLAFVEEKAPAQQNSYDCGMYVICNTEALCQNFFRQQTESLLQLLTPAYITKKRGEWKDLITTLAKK
Gli-Sufu block = antagonists of Gli-Sufu signaling; Sufu-KO-LIGHT fibroblasts, Gli luciferase reporter luminescence; inhibition, % at 5 µM; actives 0.74% (n = 340,000);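 active = inhibition above about 55%, limit read from the data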;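 also: 0% = DMSO-treated cells and 100% = wells with medium but no cells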
Jurkat NFkB inh = lowers PMA/ionomycin-induced NF-kB signal in Jurkat cells; actives 0.53% (n = 330,000); AID 435003; PMA/ionomycin-induced NF-kB luciferase reporter, luminescence; inhibition, % at 4 µM
697 NFkB inh = inhibitors of the PMA/ionomycin-induced NF-kB reporter in 697 B cells | 697 B-cell NF-kB luciferase reporter, 16 h | actives 0.33% (n = 330,000) | AID 435022 | inhibition, % at 4 µM; in the data active = inhibition above about 35%
EBI2 block = EBI2 (human) antagonism; P32249; EBI2 beta-arrestin recruitment, luminescence, 7a,25-OHC stimulated; inhibition, % at 5 µM; actives 0.81% (n = 360,000); AID 651636; in the data active = inhibition above about 38%;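 also: enzyme fragment complementation signal reports receptor beta-arrestin coupling in cells; 0% = agonist plus DMSO wells and 100% = wells without agonist; some results beyond the cut were filed as inactive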
Target sequence (P32249 whole entry, looked up, the tested form may be a part): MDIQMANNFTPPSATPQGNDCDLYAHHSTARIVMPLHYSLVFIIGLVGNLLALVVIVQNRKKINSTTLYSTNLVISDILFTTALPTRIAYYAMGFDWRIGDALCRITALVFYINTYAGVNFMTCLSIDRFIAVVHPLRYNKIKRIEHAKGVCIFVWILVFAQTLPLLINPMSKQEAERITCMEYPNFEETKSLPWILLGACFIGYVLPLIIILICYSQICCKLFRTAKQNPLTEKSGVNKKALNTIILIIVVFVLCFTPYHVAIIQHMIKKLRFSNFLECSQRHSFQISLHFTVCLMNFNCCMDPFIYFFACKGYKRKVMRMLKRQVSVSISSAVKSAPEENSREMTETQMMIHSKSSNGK
The depositor's hits bear a star. Rule as the data show it, unless noted: active = inhibition above about 50%; inactive = the rest.

SMILES	Apaf1 inhib	UBC13 inh	CCR6 antag	SENP8 inh	Gli-Sufu block	Jurkat NFkB inh	697 NFkB inh	EBI2 block
CCC1SC2=NC(C)=C(C(=O)OCC(C)C)C(/C=C/c3ccccc3OC)N2C1=O (stereo unspecified)	12	0	4	2	-13	10	7	5
O=C(c1ccc2c(c1)OCO2)N1CCc2ccccc21	5	-3	-3	0	-5	-22	-13	10
O=C1/C(=C/c2ccc(O)cc2)SC(=S)N1Cc1cccnc1	-13	-42	45	-35	2	9	-2	31
COc1ccc(/C=C(\C#N)C(=O)OC2CCOC2=O)cc1 (stereo unspecified)	4	4	10	-1	4	3	16	-6
CCCS(=O)(=O)c1nc(S(=O)(=O)c2ccc(Cl)cc2)c(N2CCC(O)CC2)s1	17	-6	10	1	-2	-9	-17	3
O=C(CSc1nnc(-c2ccncc2)o1)NC1C2CC3CC(C2)CC1C3 (stereo unspecified)	4	-8	14	-8	5	-1	-10	-3
O=C(CN1C(=O)/C(=C\c2ccccc2Cl)Sc2ccccc21)NCCCN1CCOCC1	13	3	7	2	7	-18	-52	-12
Cc1cccc(-c2nnc3sc(-c4ccccc4C)nn23)c1	-49	10	13	-8	-1	-7	-39	28
CN(C)/N=C/c1cc(Cl)cc([N+](=O)[O-])c1O	9	-61	41	-8	5	-3	1	1
Cc1cccc(-n2ccnc2SCC(=O)c2c(N)n(C3CC3)c(=O)[nH]c2=O)c1C	13	0	5	-9	-3	-19	-5	3
CCCCCn1c(SC(C)C(C)=O)nc2c1c(=O)[nH]c(=O)n2C (stereo unspecified)	8	-3	13	1	2	-6	4	0
CCN(C(=O)CSc1nc2cc(S(=O)(=O)N(CC)CC)ccc2n1CC)C1CCS(=O)(=O)C1 (stereo unspecified)	3	-7	14	2	4	8	19	-2
Oc1cc(Nc2ccncc2)cc2cccnc12	-4	104*	-6	-4	1	33	6	-16
CCN(CC)c1ccc2cc(C=O)c(=O)oc2c1	13	-419	4	-10	-11	-2	-38	2
Cc1ccc(CS(=O)(=O)c2ncc(Cl)c(C(=O)Nc3ccc(OC(F)F)cc3)n2)cc1	8	5	71*	-10	-4	43	-150	43
O=C(c1cccs1)N1CCCC(c2ccccc2)C1 (stereo unspecified)	19	-2	11	2	-7	-13	-11	7
O=C(NN1C(=O)C2C3C=CC(O3)C2C1=O)c1cccc(O)c1 (stereo unspecified)	-5	16	-4	-12	-3	-7	12	-18
COc1ccc(NC(=O)Nc2ccc(Br)cn2)cc1OC	0	-2	17	5	-20	-19	7	4
CNC(=S)N/N=C1\C(=O)c2cccc3cccc1c23	0	2	52*	-5	-5	-17	5	17
C=CCSc1nc(Cc2ccc(Cl)cc2)nc2ccccc12	-2	28	4	4	12	0	-7	15
O=C(CCSc1nnc(-c2ccccc2)o1)N1CCOCC1	-5	2	16	-6	21	-5	9	-5
Cc1cccc(C(C)C)c1NC(=O)CSc1nncn1C	-30	8	10	-4	6	5	15	-1
NC(=O)c1ccc(-c2noc(-c3ccccc3F)n2)cc1	1	11	8	66*	-82	-139	-182	-5
CN1C(=O)C(C(=O)NC(C)(C)C)C2c3ccccc3OC13CCCCC23 (stereo unspecified)	8	-4	-8	-10	9	-11	4	7
NC(=O)COc1c(-c2ccco2)oc2ccccc2c1=O	-4	2	1	6	1	-1	24	2

Profiles from above. Values in the order: Apaf1 inhib, UBC13 inh, CCR6 antag, SENP8 inh, Gli-Sufu block, Jurkat NFkB inh, 697 NFkB inh, EBI2 block
CCC1SC2=NC(C)=C(C(=O)OCC(C)C)C(/C=C/c3ccccc3OC)N2C1=O (stereo unspecified) is listed as 12, 0, 4, 2, -13, 10, 7, 5
C=CCSc1nc(Cc2ccc(Cl)cc2)nc2ccccc12 is listed as -2, 28, 4, 4, 12, 0, -7, 15
NC(=O)c1ccc(-c2noc(-c3ccccc3F)n2)cc1 is listed as 1, 11, 8, 66*, -82, -139, -182, -5

Given bar-delimited: entries from further up
Compound | Apaf1 inhib | UBC13 inh | CCR6 antag | SENP8 inh | Gli-Sufu block | Jurkat NFkB inh | 697 NFkB inh | EBI2 block
CCC1SC2=NC(C)=C(C(=O)OCC(C)C)C(/C=C/c3ccccc3OC)N2C1=O (stereo unspecified) | 12 | 0 | 4 | 2 | -13 | 10 | 7 | 5
O=C(c1ccc2c(c1)OCO2)N1CCc2ccccc21 | 5 | -3 | -3 | 0 | -5 | -22 | -13 | 10
O=C1/C(=C/c2ccc(O)cc2)SC(=S)N1Cc1cccnc1 | -13 | -42 | 45 | -35 | 2 | 9 | -2 | 31
COc1ccc(/C=C(\C#N)C(=O)OC2CCOC2=O)cc1 (stereo unspecified) | 4 | 4 | 10 | -1 | 4 | 3 | 16 | -6
CCCS(=O)(=O)c1nc(S(=O)(=O)c2ccc(Cl)cc2)c(N2CCC(O)CC2)s1 | 17 | -6 | 10 | 1 | -2 | -9 | -17 | 3
O=C(CSc1nnc(-c2ccncc2)o1)NC1C2CC3CC(C2)CC1C3 (stereo unspecified) | 4 | -8 | 14 | -8 | 5 | -1 | -10 | -3
O=C(CN1C(=O)/C(=C\c2ccccc2Cl)Sc2ccccc21)NCCCN1CCOCC1 | 13 | 3 | 7 | 2 | 7 | -18 | -52 | -12
Cc1cccc(-c2nnc3sc(-c4ccccc4C)nn23)c1 | -49 | 10 | 13 | -8 | -1 | -7 | -39 | 28
CN(C)/N=C/c1cc(Cl)cc([N+](=O)[O-])c1O | 9 | -61 | 41 | -8 | 5 | -3 | 1 | 1
Cc1cccc(-n2ccnc2SCC(=O)c2c(N)n(C3CC3)c(=O)[nH]c2=O)c1C | 13 | 0 | 5 | -9 | -3 | -19 | -5 | 3
CCCCCn1c(SC(C)C(C)=O)nc2c1c(=O)[nH]c(=O)n2C (stereo unspecified) | 8 | -3 | 13 | 1 | 2 | -6 | 4 | 0
CCN(C(=O)CSc1nc2cc(S(=O)(=O)N(CC)CC)ccc2n1CC)C1CCS(=O)(=O)C1 (stereo unspecified) | 3 | -7 | 14 | 2 | 4 | 8 | 19 | -2
Oc1cc(Nc2ccncc2)cc2cccnc12 | -4 | 104* | -6 | -4 | 1 | 33 | 6 | -16

Going on with the list.
SMILES	Apaf1 inhib	UBC13 inh	CCR6 antag	SENP8 inh	Gli-Sufu block	Jurkat NFkB inh	697 NFkB inh	EBI2 block
CC(=O)c1cc(Cl)ccc1OCc1cccc(S(=O)(=O)N2CCOCC2)c1	14	0	3	-4	7	5	-12	-1
CC(=O)CSc1ccc(-c2nc3cc(C)c(C)cc3[nH]2)cn1	23	-14	-10	18	24	-17	-58	31
O=C(N/N=C/c1ccc([N+](=O)[O-])o1)c1ccccc1NS(=O)(=O)c1cccs1	4	-14	4	1	-8	-2	9	-9
CCNc1nc(Cl)nc(NCCOc2ccc(C)cc2)n1	4	-10	9	1	14	-13	-35	-4
Cc1ccsc1C(=O)Nc1cccc(S(=O)(=O)N(C)C)c1	1	6	6	5	-7	7	-12	-12
O=C(CC1SC(=O)NC1=O)Nc1ccc(Cl)cc1 (stereo unspecified)	1	1	-6	-5	5	-4	-13	0
Cc1ccc(C)c(NC(=O)c2nnn(Cc3ccccc3)c2N)c1	-1	10	-4	7	9	-9	13	3
O=c1c(Cl)c(NCc2ccccc2Cl)cnn1C12CC3CC(CC(C3)C1)C2	37	-12	7	-5	3	-4	-20	-9
CC(=O)N1c2ccc(S(=O)(=O)N3CCC(C(=O)Nc4ccc(F)cc4)CC3)cc2CC1C (stereo unspecified)	1	-3	2	-1	-9	11	-19	16
Cc1ccc(CN2C(=O)CCC2C(=O)NCc2cccnc2)cc1 (stereo unspecified)	-2	-8	2	-9	21	-17	-7	5
COc1cccc(Nc2nc(N)c([N+](=O)[O-])c(NCc3ccccc3)n2)c1	8	9	20	8	8	-14	-8	7
CCOC(=O)C1CCN(C(=O)c2c(C)oc3c2C(=O)c2ccccc2C3=O)CC1	48*	-40	0	15	43	22	-2	-30
CCOc1ncccc1C(=O)OCC(=O)Nc1c(C)cc(C)cc1C	1	10	13	-2	-9	8	-18	-6
COc1ccc(Nc2nc3ccccc3c(=O)[nH]2)cc1	-5	11	12	3	-6	-9	12	2
N/C(=N\O)c1ccc(N2CCN(c3ncccc3C(F)(F)F)CC2)nc1	-9	4	-4	-4	-16	-46	-121	3
FC(F)(F)c1ccccc1NC(=S)N1CCCCCC1	8	4	3	1	15	-9	8	-11
CC(CN1CCCCC1)OC(=O)COc1ccc(Br)cc1 (stereo unspecified)	-4	2	3	16	2	2	18	9
CCOc1ccc(CCNC(=O)CSc2cc(=O)n(C)c3ccccc23)cc1OCC	3	5	7	1	-1	12	8	-9
CCc1ccc(NC(=O)COC(=O)CCCC2=NS(=O)(=O)c3ccccc3N2)cc1	-3	4	11	-7	-4	-10	17	-15
COc1ccc(C(=O)OCCNC(=O)c2c(Cl)nc3ccccn23)cc1	-8	9	6	-5	5	-13	0	5
CCn1c(=O)c(-c2cc(=O)[nH][nH]2)c(O)c2ccccc21	3	3	6	-5	1	-10	22	14
COc1ccc2c(c1)C(=O)C(=O)N2CCS(=O)(=O)c1ccccc1	0	-37	39	2	-15	10	3	-7
O=C(c1ccco1)N1CCN(C(=O)c2ccc(CS(=O)c3ccc(F)cc3)o2)CC1 (stereo unspecified)	3	-4	12	-2	-28	-2	-23	-9
NC(=O)CNCCC(c1ccccc1)c1ccccc1	-3	11	8	4	1	5	11	-3
CCn1c(CCNC(=O)c2cccs2)nnc1SCC(=O)Nc1nc(-c2ccccc2)cs1	23	-11	-4	-5	-6	-14	-21	-3
Following part
SMILES	Apaf1 inhib	UBC13 inh	CCR6 antag	SENP8 inh	Gli-Sufu block	Jurkat NFkB inh	697 NFkB inh	EBI2 block
COC(=O)c1ccc(CSc2ccc3nnc(-c4ccccc4)n3n2)o1	14	14	-16	-1	4	-2	-66	-2
O=C(COc1ccccc1)N(CCc1ccccc1)c1nc(-c2ccc(F)cc2)cs1	30	-6	7	-14	8	-15	5	17
CC(C)Oc1cccc(C(=O)Nc2ccc(N3CCN(C)CC3)cc2)c1	4	7	4	-12	-7	-66	-35	0
COCCNC(=S)N1C2CCC1CC(NC(=O)NC13CC4CC(CC(C4)C1)C3)C2 (stereo unspecified)	-2	2	4	-1	8	4	2	-7
Cc1cc(Br)c(NC(=O)COC(=O)C2CC2C)c(Br)c1 (stereo unspecified)	-8	3	3	2	-10	-3	14	-4
O=C(CN1CCOCC1)NCCNC(=O)CN1CCOCC1	1	-6	-7	4	12	3	3	-16
Cc1cc(-c2nc(-c3ccc(C(C)(C)C)cc3)no2)no1	-7	3	7	-11	-42	-117	-245	5
C/C(=N/NC(=O)c1ccncc1)c1cc2ccc(O)cc2oc1=O	8	-1	7	-18	6	-19	5	-7
Nc1nc(-c2cccc(Br)c2)cs1	-13	4	4	-12	-13	-24	-5	2
O=C(NCc1nc2ccccc2[nH]1)C1=C[C@H](c2ccc(C(F)(F)F)cc2)C[C@H](OCCCCO)O1	22	-1	13	-14	6	-4	-19	15
Cc1ccc(NC(=O)c2cc(-c3cccs3)on2)cc1C	-7	-7	6	-23	-59	-84	-30	13
COc1ccc([C@@H]2[C@@H]3C(=O)N(C(C)(C)C)C(=O)[C@@H]3[C@]3(CC(C)C)C(=O)N(c4cccc(F)c4)C(=O)N23)cc1	17	2	11	-11	-1	6	22	-5
O=C(NCC1CCCO1)C1CCN(C2CCN(Cc3ccco3)CC2)CC1 (stereo unspecified)	-2	8	7	5	-3	-7	4	-16
Cc1ccc2c(c1)C(c1ccccc1)N(C(=O)c1ccc3c(c1)OCO3)CC(=O)N2 (stereo unspecified)	-2	20	8	0	2	10	-10	5
O=C(CCCn1c(=O)oc2ccccc21)NNC(=O)COc1ccc(F)cc1	-10	14	9	6	2	-13	1	-1
CC(C)c1ccc(NS(=O)(=O)c2ccc(Cl)nc2)cc1	6	7	-6	0	5	1	8	-4

Only part of the results is shown; the hit share may differ from the screen's.
